High-throughput results: PubChem BioAssay, National Center for Advancing Translational Sciences (NCATS)
MBNL1-CUG inh: blocks human MBNL1 binding to CUG repeat RNA. Q9NR56. TR-FRET MBNL1-His/biotin-(CUG)12 binding, 665/545 ratio. Potency, µM (doses to about 57.5 µM), without a hit: at the highest dose activity change, negative = inhibition, hits mostly inhibitors. 280,000 tested, 0.036% active. AID 2675; active = well fitted inhibition curve with a large enough effect in the signal ratio, with a control signal flat, not every such curve was filed as active; inconclusive = small, poorly fitted or top-dose-only effect, or effect the other way, or a change in a side signal; inactive = no such curve, though single readings can be large or run the other way; the % refers to the signal ratio; also: potency is read from the fitted curve at half-maximal effect; % is scaled to controls: 0 for no effect and ±100 for the full control effect
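Ratiometric TR-FRET (665 over 545 nm, excitation 340 nm) tracks disruption of MBNL1-His/biotin-(CUG)12 complex after 60 min at room temperature, with compounds at 92 nM to 58 uM final.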
Mito fusion act: blocks mitochondrial division or promotes mitochondrial fusion. S. cerevisiae fusion-defective mutant growth rescue, CellTiterGlo 48 h. Potency, µM (top dose mostly 46.1 µM), without a hit: at the highest dose growth rescue (activation), hits mostly activators. 320,000 tested, 0.23% active. AID 485298;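 also: potency is read from the fitted curve at half-maximal effect; % of control where 0% means no effect; nearly all actives have a fitted effect of over 45% in size; temperature-sensitive fusion mutants such as fzo1-1 at 37 °C on non-fermentable ethanol glycerol medium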
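Compounds are tested for their ability to restore growth of mitochondrial fusion-defective yeast strains at non-permissive 37C in YPEG medium over 48 hours. Viability is quantified by luciferase luminescence.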
TSHR antag: human thyrotropin receptor antagonism; P16473; TSHR-expressing cells, TSH-stimulated cAMP HTRF, 2 h; hits give low values; activity change, negative = inhibition, % at 11.5 µM; 330,000 tested, 0.2% active;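 active = activity change below a set negative limit, meaning inhibition stronger than a set level, cut at about -70% in these data; inconclusive = activity change between two set negative limits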; also: % is scaled to controls: 0 for no effect and ±100 for the full control effect
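Inhibition of cAMP made by TSHR-expressing cells under TSH stimulation (4nM final, EC80; 2 h, 37 deg C) is quantified with a one-step lysis HTRF kit, anti-cAMP cryptate versus cAMP-d2.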
GALK inhibitor: blocks human galactokinase activity | P51570 | Purified GALK, Kinase-Glo residual ATP luminescence | Potency, µM (top dose mostly 57.5 µM), without a hit: top-dose activity change, negative = inhibition, actives largely listed as inhibitors | 270,000 tested, 0.007% active; also: potency is read from the fitted curve at half-maximal effect; % is scaled to controls: 0 for no effect and ±100 for the full control effect
Target sequence (P51570 whole entry, looked up): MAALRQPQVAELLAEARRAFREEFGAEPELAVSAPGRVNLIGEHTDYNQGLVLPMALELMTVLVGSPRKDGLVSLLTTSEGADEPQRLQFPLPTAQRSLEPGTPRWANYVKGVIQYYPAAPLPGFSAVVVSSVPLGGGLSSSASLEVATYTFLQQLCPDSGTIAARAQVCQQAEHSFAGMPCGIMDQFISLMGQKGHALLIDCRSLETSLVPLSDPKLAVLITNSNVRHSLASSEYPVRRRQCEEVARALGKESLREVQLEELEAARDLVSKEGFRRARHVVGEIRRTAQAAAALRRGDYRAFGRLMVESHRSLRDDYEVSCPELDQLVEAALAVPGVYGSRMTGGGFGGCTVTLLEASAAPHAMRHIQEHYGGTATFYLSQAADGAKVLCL
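Compounds were pin-transferred into ATP buffer (35 uM final), then GALK plus galactose (5 nM, 100 uM final) was added. After 1 h at room temperature, Kinase-Glo Plus was added and luminescence read after 10 min.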
USP2a block: USP2a (human) protease inhibition. 330,000 tested, 0.01% active. USP2 core, Ub-CHOP2 coupled fluorogenic reporter, 485/531. Potency, µM (series often up to 38.3 µM), without a hit: top-dose activity change, negative = inhibition, most hits filed as inhibitors;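 also: potency is read from the fitted curve at half-maximal effect; plate controls were DMSO wells for no effect and full inhibition by NEM control for full effect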
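USP2 core (10nM final) preincubated 30min RT with compound in 20mM Tris-HCl pH 8.0, 2mM CaCl2, 2mM beta-mercaptoethanol, 0.05% CHAPS; 25nM Ub-CHOP2 plus 25nM reporter substrate added, fluorescence (Ex485/Em531) read after 60min.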
Chronic BCR inh: inhibitors of chronic active B-cell receptor signaling; ABC-DLBCL IkBa-CBG/CBR reporter, luminescence ratio, 4 h; Potency, µM (doses to about 46.1 µM), inactives show at the highest dose ratio change, negative = lower green/red ratio, usual class: inhibitors; 340,000 tested, 0.05% active; AID 493014; active = well fitted inhibition curve with a large enough effect in the signal ratio, with a control signal flat, not every such curve was filed as active; inconclusive = small, poorly fitted or top-dose-only effect, or effect the other way, or a change in a side signal; the % refers to the signal ratio;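 also: potency is read from the fitted curve at half-maximal effect; plate controls were basal doxycycline-induced cells for no effect and cells given 10 µM MG132 for full effect; MG132 reads +100%, hits lower the ratio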
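Cell line TMD8 (human ABC DLBCL), stably expressing tet-inducible CBG68-IkBa fusion and CBR; IMDM/0.5% FBS; cpd up to 46 uM; dox induction, 4 h, 37C/5% CO2; dual luminescence; green/red ratio; MG132 control.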
Menin-MLL TR inh: menin-MLL binding inhibition, Texas Red mutant peptide; 270,000 tested, 0.23% active; Menin + Texas Red MLL mutant peptide, fluorescence polarization; Potency, µM (titrated, usually from 61.6 µM), inactives show top-dose FP activity change, negative = inhibition, usual class: inhibitors; AID 1768; active = well fitted inhibition curve with a large enough effect in the polarisation, with a control signal flat, not every such curve was filed as active; inconclusive = small, poorly fitted or top-dose-only effect, or effect the other way, or a change in a side signal; inactive = no such curve, though single readings can be large or run the other way; the % refers to the polarisation; also: potency is read from the fitted curve at half-maximal effect; % of control where 0% means no effect; many of its hits are not listed in these tables
PKM2 act: PKM2 (human) enzyme activation; purified PKM2, Kinase-Glo ATP luminescence, activation; response scale: 0% is enzyme alone, no compound; P14618; 260,000 tested, 0.34% active; Potency, µM (highest dose often 57.5 µM), for inactives: at the highest dose activation, most hits filed as activators; also: potency is read from the fitted curve at half-maximal effect; % is scaled to controls: 0 for no effect and ±100 for the full control effect; nearly all actives have a fitted effect of over 55% in size
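Kinase-Glo luminescence reports ATP generated from ADP (0.1 mM) and PEP (0.5 mM) by purified hPK-M2 after 1 h at room temperature, pH 7.2 imidazole buffer; intermediate enzyme activity allows detecting inhibitors and activators.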
hERG WT inh: KCNH2 (human, wildtype) channel inhibition; U2OS, BacMam KCNH2, thallium flux FluxOr; hits give low values; activity change, % at 1.84 µM; 340,000 tested, 0.37% active;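 active = maximum activity change below -70%; inconclusive = maximum activity change between -70% and -50%; inactive = maximum activity change above -50%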; also: % is scaled to controls: 0 for no effect and ±100 for the full control effect
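U2OS cells were transduced with wild-type KCNH2 virus (2.03 x 10^8 / mL) for 4 h at room temperature, then cultured overnight at 37 C. Thallium flux was read with FluxOr dye. Rate constants were normalized to DMSO controls.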
Eya2 inh: Eya2 (human) phosphatase inhibition; recombinant Eya2, OMFP fluorescence dephosphorylation (OMFP is methylfluorescein phosphate); Potency, µM (titrated, usually from 76.9 µM), without a hit: top-dose activity, negative = inhibition, actives largely listed as inhibitors; 330,000 tested, 0.006% active; AID 488837; also: potency is read from the fitted curve at half-maximal effect; % is scaled to controls: 0 for no effect and ±100 for the full control effect
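Eya2 protein (added as 0.2 uM solution) was preincubated with compound for 10 min at ambient temperature in 50 mM HEPES pH 7.5, 50 mM NaCl, 5 uM MgCl2, 0.05% BSA, 1 mM DTT. OMFP (added at 50 uM) then reacted 10 min; fluorescence read at 485/525 nm.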
ASM inhibitor: blocks human secretory acid sphingomyelinase | Potency, µM (series often up to 57.5 µM), for inactives: at the top dose activity change, negative = inhibition, hits mostly inhibitors | P17405 | 340,000 tested, 0.006% active | AID 504937 | placental ASM, HMU-PC fluorogenic substrate, 60 min; also: potency is read from the fitted curve at half-maximal effect
Target sequence (P17405 47-631 limits assumed): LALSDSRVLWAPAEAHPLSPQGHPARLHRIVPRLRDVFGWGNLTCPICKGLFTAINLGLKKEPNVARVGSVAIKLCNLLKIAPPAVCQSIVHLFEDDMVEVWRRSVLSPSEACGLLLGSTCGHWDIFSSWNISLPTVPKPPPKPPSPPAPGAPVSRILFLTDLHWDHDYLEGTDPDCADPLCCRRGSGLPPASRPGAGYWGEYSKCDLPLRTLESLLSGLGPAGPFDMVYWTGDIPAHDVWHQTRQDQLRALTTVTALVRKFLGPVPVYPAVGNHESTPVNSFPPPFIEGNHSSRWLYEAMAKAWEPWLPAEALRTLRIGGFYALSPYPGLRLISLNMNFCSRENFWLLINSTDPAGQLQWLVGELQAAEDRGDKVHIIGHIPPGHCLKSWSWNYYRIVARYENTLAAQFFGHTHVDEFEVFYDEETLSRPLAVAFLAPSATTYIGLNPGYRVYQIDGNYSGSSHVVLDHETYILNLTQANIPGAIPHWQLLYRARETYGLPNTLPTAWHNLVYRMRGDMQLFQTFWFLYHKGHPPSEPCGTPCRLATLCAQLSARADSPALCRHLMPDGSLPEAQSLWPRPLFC
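HMU-PC0 cleavage (9 uM final) by human placental ASM, 60 min at 37 °C following 10 min compound exposure at RT; stopped at pH 10, fluorescence Ex 386/Em 447 nm.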
The depositor's hits bear a star; ? = inconclusive; . = no result given; [ ] = dose if it differs, or a comment. Unless noted, calls follow the shape of the dose curve; as a rule, active = well fitted curve in the direction sought with a large enough effect; inconclusive = small, poorly fitted or top-dose-only effect, or another doubt; inactive = no such curve, though single readings can be large; an effect the other way counts as inactive or inconclusive. This is a subset, so the mix of outcomes need not match the whole.

SMILES	MBNL1-CUG inh	Mito fusion act	TSHR antag	GALK inhibitor	USP2a block	Chronic BCR inh	Menin-MLL TR inh	PKM2 act	hERG WT inh	Eya2 inh	ASM inhibitor
CC1CC(C)CN(C(=O)c2cc3c(s2)CCC3)C1 (stereo unspecified)	-3%	3%	-14	3%	1%	23%	-20%	-2%	6	-18%	3%
CCCCn1c(CNC(=O)C23CC4CC(CC(C4)C2)C3)nnc1SC(C)CC (stereo unspecified)	-4%	-3%	3	0%	1%	-5%	-20%	7%	22	-15%	0%
C/C(CCc1ccccc1)=N\NC(=O)C1C2CCCCC21 (stereo unspecified)	1%	-11%	5	5%	0%	-7%	-18%	5%	-9	4%	0%
O=C(Nc1cccc2ccccc12)OC1C=CS(=O)(=O)C1 (stereo unspecified)	-2%	-2%	-8	-4%	1%	-5%	0%	0%	0	6%	1%
CC(C)[C@H](NC(=O)[C@@H]1CSC2c3ccccc3C(=O)N21)C(=O)NC1CCCC1 (stereo partly specified)	3%	-15%	-2	2%	-6%	-4%	.	.	-4	0%	-1%
COc1cc(C2CC(=O)OC3=C2C(=O)CC(C)(C)C3)cc(OC)c1OC (stereo unspecified)	.	1%	-5	3%	0%	?	10%	5%	-9	5%	0%
COCCCNC(=O)/C(C#N)=C/c1c(N2CCCCCC2)nc2ccccn2c1=O	?	10%	9	-2%	-1%	0%	?	.	-6	-27%	-2%
CCOC(=O)CSc1ccc2nnc(CCNS(=O)(=O)c3ccc(C)cc3)n2n1	4%	4%	29	-1%	7%	8%	-1%	-4%	-14	-3%	0%
Cc1ccc(C)c(S(=O)(=O)NCc2ccc(C(=O)NCc3ccccn3)cc2)c1	-1%	-5%	2	-3%	-2%	?	-12%	-1%	3	10%	5%
C=CC[C@@H](CC(=O)N[C@@H](CO)Cc1ccccc1)C(=O)NCCOC(=O)[C@@H](CC=C)Cc1ccc(F)cc1	.	.	-2	.	1%	3%	.	.	-8	4%	18%
COc1ccc(N(CC(=O)NCCC2=CCCCC2)S(=O)(=O)c2ccc(C)cc2)cc1OC	-3%	0%	-1	-2%	-1%	-11%	2%	0%	6	-2%	3%
CCOC(=O)/C(C(=O)Nc1ccc(Br)cc1)=C1/NC(C)(C)Cc2ccccc21	-23%	5%	-1	1%	1%	?	10%	-4%	-12	-2%	-9%
CCC(=O)Nc1c(C(=O)Nc2ccc3c(c2)OCCO3)oc2ccccc12	2%	3%	-4	7%	1%	?	39%[activator]	1%	-14	-8%	0%
COC(=O)/C=C/S(=O)(=O)c1ccc(NC(C)=O)cc1	0%	-5%	-18	2%	0%	?	19%	24%	4	9%	2%
CCNC(=O)Cn1cnc2c1c(=O)n(C)c(=O)n2C	-5%	1%	-6	1%	-1%	?	-11%	2%	11	3%	5%
CC(C)C(NC(=O)c1ccccc1F)C(=O)Nc1ccc2c(c1)OCO2 (stereo unspecified)	-1%	3%	-1	-3%	5%	-1%	1%	0%	.	10%	7%
CCn1cc(-c2ccccc2)c(C(=O)O)c1-c1ccc(OC)cc1	.	4%	-6	.	2%	5%	.	.	-3	14%	11%
NS(=O)(=O)c1ccc(NC2=CC(c3ccc(F)cc3)N(c3ccc(S(N)(=O)=O)cc3)C2=O)cc1 (stereo unspecified)	4%	0%	3	.	-5%	-9%	.	17%	-9	-12%	-4%
O=C(Nc1nnc(SCc2ccccc2)s1)c1cccs1	7%	13%	-4	-2%	0%	2%	?	-12%	-4	-2%	-3%
CC(Oc1ccc(Cl)cc1)C(=O)Nc1ccc(S(=O)(=O)N2CCOCC2)cc1 (stereo unspecified)	-5%	6%	0	13%	2%	0%	?	5%	-2	-7%	-1%
COc1ccc(N/C=C\C(=O)c2ccc(C)cc2)cc1OC	?	-4%	-8	0%	7%	-10%	-9%	-4%	-22	-26%	-1%
S=C(NCCc1ccccc1)NC1CC1	0%	-5%	7	1%	0%	?	10%	2%	-23	8%	1%
Oc1ccc(Br)cc1/C=N/NC(=S)NCCc1ccccc1	-2%	-5%	-22	2%	-10%	-9%	?	-1%	1	-6%	287%[activator]
CC(NC(=S)NC1CCCCC1)c1ccc(C(C)(C)C)cc1 (stereo unspecified)	-1%	-13%	-25	4%	-4%	3%	19%	-1%	-12	9%	-1%
O=C(CSc1nnc(-c2ccccc2F)n1C1CC1)NC(=O)c1cccc([N+](=O)[O-])c1	?	0%	11	-1%	0%	-1%	30%[activator]	-20%	-6	0%	5%
CCOc1ccc(-n2ccnc2SCC(=O)Nc2cc(C)on2)cc1	-7%	-3%	0	2%	0%	-11%	-4%	-6%	8	21%	0%
CCCCn1c(/N=C/c2ccccc2NS(=O)(=O)c2ccc(C)cc2)nc2ccccc21	?	5%	-42	-2%	9%	15%	16%	9%	20	0%	4%
O=C1c2ccccc2C(=O)C1Cc1cccc2ccccc12	12%	7%	-2	1%	-3%	6%	?	11%	5	-9%	-2%
CCn1c(=N)c(S(=O)(=O)c2ccc(Cl)cc2)cc2c(=O)n3ccccc3nc21	.	1%	-2	0%	3%	?	11%	5%	.	-4%	.
COc1cc(-n2nc(C)c3c2OC(N)=C(C#N)C3c2ccccc2)c(Cl)c(Br)c1O (stereo unspecified)	6%	17%	-8	-6%	1%	?	?	-6%	-13	-24%	-16%
COc1ccc(NC(=O)CN(C)S(=O)(=O)c2ccccc2)cc1	-3%	0%	10	0%	1%	?	0%	-8%	-4	7%	-2%
COc1ccc(Cn2c(C3CCCCC3)nc3c(c(=O)c4ccccc4n3C)c2=O)cc1	-5%	0%	4	-4%	0%	?	.	30%	2	5%	-14%
Cc1cccc(-n2nc([N+](=O)[O-])c(=NC3CCN(Cc4ccccc4)CC3)n2O)c1	?	?	14	0%	0%	17%	-25%	-1%	17	-6%	-5%
CC(C)Cn1c(-c2ccco2)csc1=Nc1cccnc1	17%	-5%	-8	-4%	1%	6%	11%	2%	-5	10%	2%
CC(C)Nc1nc(SCC(N)=O)nc(N2CCOCC2)n1	-11%	-3%	2	-1%	2%	?	-1%	-3%	-1	3%	6%
O=C(COc1ccccc1)OCc1cc2ccccc2[nH]c1=O	-1%	2%	.	3%	-7%	2%	1%	-4%	4	1%	-1%
CCc1nn(CC(=O)NCCc2ccc(S(N)(=O)=O)cc2)c(=O)c2cc3sccc3n12	17%	3%	7	3%	4%	5%	?	.	5	5%	3%
Cc1cc(C)c2[nH]c(=O)c(CN(Cc3nnnn3C3CCCC3)C3CCCCC3)cc2c1	3%	-1%	10	4%	0%	-1%	-8%	16%	-5	4%	0%
Cc1cccc(C)c1C(=O)N[C@@H](Cc1ccccc1)C(=O)O	-9%	0%	1	-1%	3%	6%	0%	-2%	-2	8%	7%
O=C(COC(=O)C1CC2CCCC(C1)C2=O)NC(=O)c1ccc(OC(F)F)cc1 (stereo unspecified)	-6%	9%	28	5%	0%	4%	17%	-2%	-4	17%	0%
O=C(Cc1ccc(F)cc1)NCCc1ccccc1	3%	-3%	0	1%	2%	?	-13%	2%	-5	15%	4%
Cc1occc1C(=O)Nc1ccc(S(N)(=O)=O)cc1	-3%	6%	3	2%	-1%	-10%	-6%	-4%	.	2%	2%
CC(OC(=O)Cc1c(F)cccc1Cl)C(=O)NC1CCCCC1C (stereo unspecified)	.	2%	5	.	3%	0%	.	.	23	13%	5%
COc1ccc(-c2csc(NC(=O)c3ccc(S(=O)(=O)N4CCc5ccccc5C4)cc3)n2)c(OC)c1	10%	2%	9	3%	-5%	1%	?	-16%	0	-6%	1%
O=C(CN1CCN(c2ccccc2)CC1)c1ccc2cc[nH]c2c1	2%	24%	11	3%	-3%	-14%	-2%	-6%	20	1%	12%
COc1ccc(CCN2CC(C(=O)Nc3cc(S(C)(=O)=O)ccc3Cl)CC2=O)cc1OC (stereo unspecified)	.	0%	-2	.	2%	-4%	.	.	11	-22%	1%
